pAkt inh = HTS Assay for Inhibitors of Akt Phophorylation: Primary Screen. Neuro2A IGF-stimulated pAkt S473 HTRF, 20 min; hits give low values. activity change, % for hits at 50 µM. 0.32% of 360,000 active; in the data active = activity change below about -80%; inconclusive = mostly about -51% to -80%; note: % is set by controls: 0 for no effect and ±100 for the full control effect
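Neuro2A cells (4,500/well, DMEM with 0.5% FBS) were treated with compound at a single 50 µM final concentration, stimulated with 6 nM IGF for 20 min at 37 °C, and lysed. Phospho-Akt Ser473 was read by HTRF as 665/615 ratio ×10^4.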
Nrf2 activator = qHTS of Nrf2 Activators | Potency, µM (doses to about 46.1 µM), for the others: top-dose activation, usual class: activators | 0.31% of 410,000 active | AREc32 ARE-luciferase reporter (MCF7-derived line), luminescence, 24 h; note: potency is the fitted concentration of half-maximal effect; % of control where 0% means no effect; nearly all actives have a fitted effect of over 65% in size
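Quantitative high-throughput format: AREc32 reporter cells, 1000 per well, received compound by pin transfer and were incubated 24 hr at 37 deg C, 5% CO2, before Steady-Glo luminescence detection.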
TGFb inhibitor = qHTS for Inhibitors of TGF-b; HepG2 CAGA-GFP TGF-b/SMAD3 reporter, GFP fluorescence, 18 h; TGF-beta stimulated, 500 pg/mL final; Potency, µM (top dose mostly 46.1 µM), for the others: at the top dose activity, negative = inhibition, most hits filed as inhibitors; 1.2% of 410,000 active; AID 588855, 2011; note: potency is the fitted concentration of half-maximal effect; % is set by controls: 0 for no effect and ±100 for the full control effect; nearly all actives have a fitted effect of over 65% in size
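Inhibition of TGF-beta-driven CAGA-GFP reporter expression in HEPG2 cells is measured by cellular GFP fluorescence after 18 h stimulation with 500 pg/mL recombinant TGF-beta in 1% FBS medium at 37 degrees C.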
EPAC2 agonist = qHTS for Agonist of cAMP-regulated guanine nucleotide exchange factor 4 (EPAC2): primary screen; EPAC2 activation, biochemical qHTS; response scale: 100% = 6.5 mM cAMP response; Potency, µM (doses to about 154 µM), for the others: at the highest dose activation, most hits filed as activators; 0.079% of 360,000 active; AID 720711, 2013; note: potency is the fitted concentration of half-maximal effect; nearly all actives have a fitted effect of over 50% in size
Target sequence (Q8WZA2 whole entry, looked up): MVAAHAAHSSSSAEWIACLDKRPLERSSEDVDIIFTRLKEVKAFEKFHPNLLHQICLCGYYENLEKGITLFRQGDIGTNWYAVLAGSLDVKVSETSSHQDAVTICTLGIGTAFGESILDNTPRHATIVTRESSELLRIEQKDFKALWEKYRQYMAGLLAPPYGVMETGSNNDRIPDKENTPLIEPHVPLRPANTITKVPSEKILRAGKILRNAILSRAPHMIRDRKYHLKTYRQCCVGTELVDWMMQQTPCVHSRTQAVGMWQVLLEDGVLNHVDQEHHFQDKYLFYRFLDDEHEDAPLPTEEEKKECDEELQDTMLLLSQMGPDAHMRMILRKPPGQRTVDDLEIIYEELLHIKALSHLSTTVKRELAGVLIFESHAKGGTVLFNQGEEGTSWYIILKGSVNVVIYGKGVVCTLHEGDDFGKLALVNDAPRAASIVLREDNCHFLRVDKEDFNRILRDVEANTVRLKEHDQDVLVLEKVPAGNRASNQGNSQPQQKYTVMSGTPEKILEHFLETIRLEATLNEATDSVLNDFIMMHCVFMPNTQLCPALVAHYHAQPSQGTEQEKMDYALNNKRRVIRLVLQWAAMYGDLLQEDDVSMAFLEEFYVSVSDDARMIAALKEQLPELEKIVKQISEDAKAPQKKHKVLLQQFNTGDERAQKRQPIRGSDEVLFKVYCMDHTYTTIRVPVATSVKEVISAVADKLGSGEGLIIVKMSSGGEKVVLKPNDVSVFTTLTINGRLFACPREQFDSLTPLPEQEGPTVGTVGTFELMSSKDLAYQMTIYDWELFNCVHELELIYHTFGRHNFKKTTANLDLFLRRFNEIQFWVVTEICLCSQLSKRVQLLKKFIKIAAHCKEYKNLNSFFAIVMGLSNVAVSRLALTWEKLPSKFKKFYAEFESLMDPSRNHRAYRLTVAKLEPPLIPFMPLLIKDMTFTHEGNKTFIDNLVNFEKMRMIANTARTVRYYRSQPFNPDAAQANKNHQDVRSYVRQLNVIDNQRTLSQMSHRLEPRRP
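Readout is BODIPY fluorescence (480 nm excitation, 540 nm emission), which falls as labeled GDP is exchanged off Rap1B. EPAC2 at 100 nM acted on 250 nM RAP1B-BODIPY-GDP with 50 uM GDP present.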
EPAC2 antagonist = qHTS for Antagonist of cAMP-regulated guanine nucleotide exchange factor 2 (EPAC2): primary screen | Rap guanine nucleotide exchange factor 4 (Homo sapiens), Q8WZA2 | Potency, µM (series often up to 114 µM), for inactives: at the highest dose activity, negative = inhibition, hits mostly inhibitors | 0.18% of 360,000 active | AID 720708, 2013 | EPAC2 GEF exchange of Rap1B-BODIPY-GDP, fluorescence; note: potency is the fitted concentration of half-maximal effect; % is set by controls: 0 for no effect and ±100 for the full control effect; nearly all actives have a fitted effect of over 45% in size; many of its hits are not listed in these tables
MmCpn inh = Inhibitors of TCP-1 ring complex (TRiC) of Methanococcus maripaludis (MmCpn): qHTS | purified Mm-Cpn ATPase, ADP Transcreener TR-FRET | Potency, µM (titrated, usually from 76.9 µM), for inactives: at the highest dose activity, negative = inhibition, hits mostly inhibitors | Chaperonin Mm-Cpn (Methanococcus maripaludis) | 0.031% of 330,000 active; note: potency is the fitted concentration of half-maximal effect; % is set by controls: 0 for no effect and ±100 for the full control effect; nearly all actives have a fitted effect of over 80% in size
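ATPase read-out: TR-FRET ADP immunoassay (anti-ADP Eu cryptate vs ADP-d2), ex 320 nm, em 590/665 nm; signal drops as ADP forms. Enzyme 25 nM, ATP 10 uM, 30 min at 37°C after 10 min compound preincubation.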
Nrf2 block = Nrf2 qHTS screen for inhibitors. A549 ARE-Fluc reporter, luciferase luminescence, 18-24 h. Potency, µM (series often up to 46 µM), for inactives: at the top dose activity change, negative = inhibition, hits mostly inhibitors. 2.1% of 360,000 active. AID 504444, 2011; note: potency is the fitted concentration of half-maximal effect; % is set by controls: 0 for no effect and ±100 for the full control effect; nearly all actives have a fitted effect of over 60% in size
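Two sequential reads on A549 ARE_Fluc cells exposed to compound for 18-24 h: a CellTiter-Fluor fluorescence read for viability, then a luciferase luminescence read for Nrf2/ARE activity.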
CCT modulator = High-Throughput Screening for Modulators of Cytosolic Chaperonin Activity; purified chaperonin ATPase assay, HTRF ADP detection, 30 min; activity change, % (concentration not given with the values), hits read low; 0.3% of 360,000 active; AID 651819, 2012; in the data active = activity change below about -30%; note: % is set by controls: 0 for no effect and ±100 for the full control effect
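TRiC (40 or 20 nM final, by batch activity) in 30 mM Tris pH 7.4, 100 mM KCl, 5 mM MgCl2, 1 mM DTT was treated with compound at 76 uM single dose, then 10 uM ATP, 30 min at 37 °C. ADP was read by HTRF Transcreener.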
A549 tox = Nrf2 qHTS screen for inhibitors: counterscreen for cytotoxicity. A549 ARE-Fluc cells, CellTiter-Fluor viability, 18-24 h. Potency, µM (doses to about 46 µM), inactives show at the highest dose activity change, negative = cytotoxicity, hits mostly inhibitors. 0.16% of 390,000 active; note: potency is the fitted concentration of half-maximal effect; % is set by controls: 0 for no effect and ±100 for the full control effect
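A549 ARE_Fluc cells in 5% FBS OPTI-MEM were exposed to compounds in concentration-response for 18-24 h at 37 deg C. Viability was read by CellTiter-Fluor fluorescence (Ex 405/Em 525) after 30 min, before the luciferase read.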
* hit, by the source's call; i = inactive; ? = inconclusive; . = no result given; & = joins results of further samples; [ ] = another dose, or the depositor's remark. Unless noted, calls come from the whole dose curve; as a rule, active = well fitted curve in the direction sought with a large enough effect; inconclusive = small, poorly fitted or top-dose-only effect, or another doubt; inactive = no such curve, though single readings can be large; an effect the other way counts as inactive or inconclusive. The list is partial; rates above refer to the full screens.

mol	Nrf2 block	A549 tox	EPAC2 agonist	pAkt inh	TGFb inhibitor	CCT modulator	MmCpn inh	EPAC2 antagonist	Nrf2 activator
O=c1ccn([C@@H]2O[C@H](CNCc3cccn3-c3nccs3)[C@@H](O)[C@H]2O)c(=O)[nH]1	.	.	4%	i	-1%	-1.6	.	24%	0.4%
CCCC(CCC)=NNC(=O)c1ccccc1F	?	0%	3%	i	0%	3.4	0%	3%	12%
Cn1c(=O)c2c(-c3ccccc3Br)n(C(C)(C)C)cc2n(C)c1=O	2%	1%	.	.	-21%	.	.	.	3.9%
O=C(NCCc1ccccc1)C1Cc2c(-c3ccc(Cl)cc3)ccnc2O1 (stereo not given)	.	.	7%	i	2%	-1.4	.	-17%	-0.3%[9.22 µM]
CC(C)n1cnc2c(N(C)c3ccccc3)nc(N(CCN(C)C)Cc3ccccc3)nc21	1%	-14%	1%	i	?	-0.1	1%	8%	-2.8%
CCOC(=O)N1CCN(C(=S)Nc2ccccc2C)CC1	-6%	6%	5%	i	5%	0.9	-1%	4%	-0.4%
Cc1ccc(C)c(Cn2c(C(=O)O)c(CNCc3cccs3)c3ccccc32)c1	-16%	-30%	.	.	?	.	.	.	-0.3%
COc1ccccc1N/C=C/c1onc(C)c1[N+](=O)[O-]	?	?	-4%	i	3%	-2.3	-3%	8%	-1.6%
CC1(C)CC(=O)C2=C(C1)N(N1CCOCC1)C(N)=C(C#N)C2c1cccnc1 (stereo not given)	?	1%	0%	i	-3%	0.5	-22%	2%	0.0%
Cc1ccc(N(C)S(=O)(=O)c2nnc(NC(=O)c3ccco3)s2)cc1	?	4%&12%	-11%	i	18%&-15%	-1.5	-1%	-17%	0.0%&1.4%
Cc1ccc(NC(=O)Cn2ccsc2=N)c([N+](=O)[O-])c1	13%	1%	-1%	i	0%	0.0	1%	19%	19%
Cc1cccc(N(C)S(=O)(=O)c2ccc3[nH]cc(C(=O)N4CCOCC4)c(=O)c3c2)c1	.	10%	3%	i	11%	1.9	-4%	5%	-0.5%
CN(C)c1ccc(C(=S)N2CCN(C(=S)Nc3ccc(Cl)cc3)CC2)cc1	?	-12%	0%	i	4%	-0.7	-1%	-21%	1.3%
Cc1ccc(Cn2c(CCCO)nc3ccccc32)cc1	-14%	0%	1%	i	9%	-0.1	-1%	-4%	0.6%
CCCCNC(=O)c1ccc2nc(CC)c(N(CC)CCOC)n2c1	.	.	6%	i	12%	-1.3	.	4%	0.3%[9.22 µM]
NC(=O)CC(NSc1ccccc1[N+](=O)[O-])C(=O)O (stereo not given)	-13%	-12%	6%	i	8%	-0.3	.	-12%	5.4%
C#CC1(NC(=S)Nc2cccc(OC)c2)CCCCC1	.	.	6%	i	-17%	0.5	.	?	6.3%
CC(=O)c1ccc(N2CCN(C(=O)c3ccc(NC4=NC5CS(=O)(=O)CC5S4)cc3)CC2)cc1 (stereo not given)	17%	1%	0%	i	-2%	-17	0%	6%	0.1%
CC(CCc1ccccc1)N1CCN(C)CC1 (stereo not given)	-26%	-1%	-1%	i	10%	0.2	-1%	-2%	-0.5%
CC(=O)CSc1nnc(CSc2ncccn2)n1C1CCCCC1	0%	0%[1.84 µM]	2%	i	-20%	-0.2	0%	-1%	-0.1%
CCC(C)(C)NC(=O)CN(C(=O)c1ccc(N2CCCC2)nc1)c1ccc(F)cc1	-11%	-1%	3%	i	-15%	-0.3	0%	-10%	0.9%
O=C(NC1CCCC1)C(c1ccccc1)N(Cc1ccc2c(c1)OCO2)C(=O)Cc1cccs1 (stereo not given)	-23%	-14%	-9%	i	-25%	1.1	-2%	-4%	0.0%
COc1cccc(NC(=O)COC(=O)c2ccccc2C(=O)N(C)c2ccccc2)c1	5%	-3%	8%	i	-4%	-3.8	1%	-7%	0.8%
CCC(C(=O)NC(C)(C)C)N(Cc1ccco1)C(=O)Cn1nnc(-c2ccc(F)cc2)n1 (stereo not given)	-16%	0%	11%	i	0%	-0.3	3%	-7%	0.6%
O=C(COc1ccc(Br)cc1Cl)NC(=O)NC1CCCC1	?	-4%	-1%	i	2%	-0.5	0%	-14%	9.5%
Cc1cc(C)n2cc(CSc3nnnn3-c3ccc(Cl)cc3)nc2n1	.	11%	-3%	i	?	-1.0	0%	-5%	3.3%
Cc1nn(CCCC(=O)Nc2cccnc2)c(C)c1[N+](=O)[O-]	?	-3%	7%	i	12%	1.8	0%	14%	-0.2%
CCCCN1C(=O)N(C)C2NC(=O)NC21 (stereo not given)	2%	-1%	5%	i	0%	0.5	-1%	9%	0.3%
Cc1cc(C)c2c(=O)cc(C(=O)NCc3ccc(S(N)(=O)=O)cc3)oc2c1	1%	6%	.	.	28%	.	.	.	1.9%
O=C(Nc1ccccc1C(=O)N1CCOCC1)c1ccc(CSc2ccccc2)cc1	-22%	0%	18%	i	9%	-3.2	-3%	-2%	0.1%
CCOc1cc(/C=N/N=C(\N)c2nonc2N)cc(Br)c1OCc1cccc2ccccc12	21µM*	?	-3%	i	?	-3.2	0%	22%	4.0%
CCC(CC)c1nnc(NC(=O)c2ccc(S(=O)(=O)N3CCc4ccccc4C3)cc2)s1	-11%	2%	0%	i	10%	-11	0%	-1%	0.3%

Full records from above. Screens in order: Nrf2 block, A549 tox, EPAC2 agonist, pAkt inh, TGFb inhibitor, CCT modulator, MmCpn inh, EPAC2 antagonist, Nrf2 activator
Shown for Cc1ccc(Cn2c(CCCO)nc3ccccc32)cc1 → -14%, 0%, 1%, i, 9%, -0.1, -1%, -4%, 0.6%
Shown for Cc1cccc(N(C)S(=O)(=O)c2ccc3[nH]cc(C(=O)N4CCOCC4)c(=O)c3c2)c1 → ., 10%, 3%, i, 11%, 1.9, -4%, 5%, -0.5%
Shown for COc1cccc(NC(=O)COC(=O)c2ccccc2C(=O)N(C)c2ccccc2)c1 → 5%, -3%, 8%, i, -4%, -3.8, 1%, -7%, 0.8%
Shown for O=C(COc1ccc(Br)cc1Cl)NC(=O)NC1CCCC1 → ?, -4%, -1%, i, 2%, -0.5, 0%, -14%, 9.5%
Shown for Cc1cc(C)c2c(=O)cc(C(=O)NCc3ccc(S(N)(=O)=O)cc3)oc2c1 → 1%, 6%, ., ., 28%, ., ., ., 1.9%

Going on with the list:
mol	Nrf2 block	A549 tox	EPAC2 agonist	pAkt inh	TGFb inhibitor	CCT modulator	MmCpn inh	EPAC2 antagonist	Nrf2 activator
Cc1cc(C)c(S(=O)(=O)c2ccc(Cl)cc2)c(Cl)n1	?	10%	9%	i	5%	-3.1	3%	-27%	0.4%
Cc1c2cccn2cc[n+]1C	-18%	-7%	7%	i	-10%	0.8	-1%	-1%	-0.4%
COc1ccc(C(=O)/C=C/c2ccccc2C(F)(F)F)cc1	?	-9%	11%	i	?	-1.2	1%	-6%	?
CC(OC(=O)CC(C)c1ccccc1)C(=O)Nc1ccc(Cl)cn1 (stereo not given)	-12%	-2%	2%	i	0%	-1.5	1%	-10%	0.0%
O=C(NCCO)C(=O)NCC1OCCCN1S(=O)(=O)c1ccc2c(c1)OCCO2 (stereo not given)	13%	-6%	0%	i	15%	-1.5	-2%	11%	0.1%
Cc1ccc(NC(=O)c2cc(NC(=O)/C=C\C(=O)O)ccc2N2CCCCC2)cc1	-23%	7%	6%	i	?	-1.1	1%	-29%	6.7%
COc1ccc(N2C(=O)CC(NCC#N)C2=O)cc1 (stereo not given)	-3%	3%	0%	i	12%	0.0	0%	6%	-0.8%[9.22 µM]
CC(C)NC(=O)/C=C/C(=O)O	13%	2%	-5%	i	6%	-1.9	-1%	6%	0.0%
CCOc1ccc(/C=N/NC(=S)NC2CC3C=CC2C3)cc1 (stereo not given)	0%	13%	20%	i	-27%	-2.5	-4%	-9%	3.2%
Cc1ccnc(NC(=O)c2cccc(S(=O)(=O)N3CCOCC3)c2)c1	?	-3%	17%	i	0%	-0.6	-1%	-7%	2.5%
CC(=O)Nc1ccc(C(=O)N/N=C/c2ccccc2OCc2ccccc2)cc1	?	-22%	21%	i	39%[activator]	-0.7	0%	-10%	2.0%
Cc1cccc(NC(=O)CN(C)C(=O)C2CCCC2)c1C	1%	-1%	-1%	i	4%	1.2	-1%	1%	-0.8%
CC1(C(=O)NS(=O)(=O)c2ccccc2Cl)CCN1C(=O)CCC1CCCC1 (stereo not given)	.	.	-10%	i	37%[activator]	-0.5	.	7%	-1.2%
COC(=O)c1ccc(NC(=O)c2cc(S(=O)(=O)N3CCc4ccccc43)cn2C)cc1	?	-6%	.	.	-27%	.	.	.	0.7%
COCCn1c(=N)c(C(=O)NCCc2ccc(OC)cc2)cc2c(=O)n3cccc(C)c3nc21	15%	-1%	-11%	-107%*	-2%	1.0	1%	-3%[57.1 µM]	0.3%
Cn1c(NC(=O)c2ccccc2)cc(=O)n(C)c1=O	-27%	5%	12%	i	-3%	-1.1	2%	6%	2.5%

Screening results from PubChem BioAssay.
